Assay outcomes deposited in PubChem BioAssay by several laboratories.
V-ATPase pH: regulators of yeast V-ATPase proton pumping, primary screen, pHLuorin cytosolic pH fluorescence; S. cerevisiae; response, % at 10 µM; hit rate 0.37% among 350,000; in the data active = response mostly above about 7.3%, no sharp cut-off; inactive = mostly below about 5.4%; note: actives read high; inactives centre near 0; some compounds called inactive have numbers as strong as hits; reference of the scale not given here
DSG3 Ab inh: inhibitors of pemphigus antibody binding to DSG3, primary screen, biochemical, bead-based, flow cytometry, scFv-GFP. hit rate 0.48% among 310,000. binding (percent of control), % at 10 µM. DSG3-coupled beads, scFv-anti-DSG3-GFP binding; active compounds read low;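 active = binding more than 3 SD below its plate's average and above zero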;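 note: hits lower antibody fragment binding to DSG3; some compounds called inactive have numbers as strong as hits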
Target sequence (P32926 whole entry, looked up, the tested form may be a part): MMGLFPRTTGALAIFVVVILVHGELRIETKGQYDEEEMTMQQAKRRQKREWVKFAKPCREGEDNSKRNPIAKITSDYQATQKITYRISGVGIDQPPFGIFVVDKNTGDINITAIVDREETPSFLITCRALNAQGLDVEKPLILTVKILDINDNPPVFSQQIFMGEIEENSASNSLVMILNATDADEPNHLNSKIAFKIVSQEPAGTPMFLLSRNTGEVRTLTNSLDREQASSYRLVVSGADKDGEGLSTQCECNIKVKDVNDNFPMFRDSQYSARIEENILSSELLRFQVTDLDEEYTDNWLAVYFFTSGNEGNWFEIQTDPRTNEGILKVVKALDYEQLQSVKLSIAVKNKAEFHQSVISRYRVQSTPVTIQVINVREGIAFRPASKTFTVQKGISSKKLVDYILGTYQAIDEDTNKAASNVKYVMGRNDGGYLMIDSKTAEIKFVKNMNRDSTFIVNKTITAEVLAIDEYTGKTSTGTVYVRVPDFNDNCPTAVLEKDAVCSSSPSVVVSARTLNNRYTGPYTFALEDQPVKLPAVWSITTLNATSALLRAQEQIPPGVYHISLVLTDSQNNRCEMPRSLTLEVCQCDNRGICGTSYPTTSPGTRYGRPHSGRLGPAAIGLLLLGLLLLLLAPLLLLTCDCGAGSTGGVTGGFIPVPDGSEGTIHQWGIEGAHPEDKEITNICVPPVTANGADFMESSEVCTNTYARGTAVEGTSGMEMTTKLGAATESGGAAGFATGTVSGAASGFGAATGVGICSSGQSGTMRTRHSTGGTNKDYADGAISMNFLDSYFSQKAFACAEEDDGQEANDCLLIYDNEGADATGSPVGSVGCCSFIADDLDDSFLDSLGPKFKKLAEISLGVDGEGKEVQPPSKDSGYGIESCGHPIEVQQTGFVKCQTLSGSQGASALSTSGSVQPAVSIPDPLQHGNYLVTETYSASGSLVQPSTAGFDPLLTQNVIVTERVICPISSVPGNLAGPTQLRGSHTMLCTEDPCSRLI
PKA-R1A activ: activators of PKA-R1A holoenzyme, primary screen, biochemical, fluorescence polarization, Cy5-IP20, bovine R1A, mouse PKAc | activation, % at 11.4 µM | PKA-R1A dissociation; scaled: DMSO 0%, 113 µM cGMP 100% | AID 504707, 2011 | hit rate 0.083% among 340,000 | cAMP-dependent protein kinase type I-alpha regulatory subunit (Bos taurus) + …;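 active = percent activation above the mean of all tested compounds plus 3 SD, cut at about 19% in these data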;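 note: higher means more PKAc released from R1A so a rise in polarization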
HTR5A ag: HTR5A agonists in luminescence cell assay, primary screen, counter-screen for OPRM1-OPRD1 heterodimer agonist project, full-deck HTS; hit rate 0.61% among 340,000; cell-based; 5-hydroxytryptamine receptor 5A (Homo sapiens), P47898; activation, % at 9.3 µM; in the data active = activation mostly above about 9.5%, no sharp cut-off; inactive = mostly below about 7.6%;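 note: 0% = cells with vehicle only and 100% = reference agonist; strong numbers were not always called active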
PKA-R2B act: activators of PKA-R2B holoenzyme, primary screen, biochemical, fluorescence polarization, Cy5-IP20, human | hit rate 0.079% among 340,000 | PKA-R2B holoenzyme dissociation; R2B truncated from residue 108, S112A mutant; 0% DMSO only, 100% 113 µM cGMP | activation, % at 11.4 µM;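 active = activation above a cutoff set at the mean over all compounds plus 3 SD, cut at about 18% in these data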;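 note: higher means more holoenzyme dissociation and a rise in polarization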
MOR-DOR ag: agonists of OPRM1-OPRD1 heterodimerization, primary screen, cell-based, luminescence; Mu-type opioid receptor (Homo sapiens) + Delta-type opioid receptor (Homo sapiens), …; activation, % at 9.3 µM; hit rate 0.3% among 340,000; cells; AID 504326, 2011; in the data active = activation above about 18%;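 note: 0% = vehicle-treated cells and 100% = reference agonist; values of inactives mirror those of a sister screen read the other way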
Arr AP2 block: inhibitors of beta-arrestin/AP2 binding, primary screen, biochemical, GPCR trafficking, flow cytometry; beta-arrestin 1 C-terminal peptide binding to AP2 beta2-adaptin appendage (human); FITC-arrestin peptide / GST-AP2 beads; AP2 beta2 appendage carries R879A mutation; inhibition, % at 10 µM; hit rate 0.31% among 340,000; AID 504490, 2011;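 active = inhibition above a set limit, near 3 SD of compounds lacking own fluorescence, cut at about 54% in these data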;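 note: plate controls were DMSO wells for no effect and 5 µM unlabelled arrestin peptide for full effect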
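System: GST-AP2 R879A glutathione beads; medium: PBS, Tween 20 0.05%, BSA 0.1%; reagent: fluorescein-tagged arrestin peptide at 50 nM final; schedule: pre-incubation 12 min, peptide binding 1 h, room temperature; detection: flow cytometry, FL1 (488/535 nm); read-out: inhibition as reduced fluorescein signal on beads, percent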
DAGLB inh: DAGLB lipase inhibitors, primary screen, biochemical, fluorescence, HTS; Diacylglycerol lipase-beta (Homo sapiens), Q8NCG7; HEK293T DAGLB membrane lysate, EnzChek fluorogenic substrate; hit rate 0.059% among 340,000; inhibition, % at 5.17 µM; in the data active = inhibition above about 34%;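 note: 0% = enzyme with vehicle and 100% = wells lacking enzyme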
MOR-DOR inv ag: inverse agonists of MOR-DOR heterodimerization, primary screen, cell-based, luminescence. cell-based MOR-DOR heterodimer luminescence, inverse agonism. inhibition, % at 9.3 µM. hit rate 0.21% among 340,000; in the data active = inhibition above about 22%, passing the limit was not always enough;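 note: 0% = cells with DMSO and 100% = wells without cells with DMSO; values of inactives mirror those of a sister screen read the other way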
HTR5A inv ctr: HTR5A inverse agonists in luminescence cell assay, primary screen, counter-screen for OPRM1-OPRD1 heterodimer inverse agonist project, full-deck HTS; inhibition, % at 9.3 µM; HTR5A cell line, inverse agonism; 5-hydroxytryptamine receptor 5A (Homo sapiens), P47898; hit rate 0.083% among 340,000; in the data active = inhibition mostly above about 23%, no sharp cut-off; inactive = mostly below about 18%;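 note: 0% = cells with DMSO and 100% = no-cell wells with DMSO; some compounds called inactive have numbers as strong as hits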
Numbers without * were called inactive; . = not tested or not shown. The order is random; 2.4% or so of the library scored in one or more.

Values in the order: V-ATPase pH	DSG3 Ab inh	PKA-R1A activ	HTR5A ag	PKA-R2B act	MOR-DOR ag	Arr AP2 block	DAGLB inh	MOR-DOR inv ag	HTR5A inv ctr
1) Clc1ccc(-c2nc3ccc(Br)cn3c2Cc2ccccc2)cc1
    1	113	-10	.	10	.	.	-14	.	.
2) O=[N+]([O-])c1cccc(C=NN2CCCCCC2)c1
    0	107	-6	-1	-13	-0.9	-5	-3	4	2
3) CN(C)S(=O)(=O)c1ccc(NCC2COc3ccccc3O2)c([N+](=O)[O-])c1 (configuration not stated)
    -1	105	-5	3	-9	-2.5	35	-1	13	-9
4) CN(C)Cc1c(O)ccc2c(=O)c(-c3ccccc3Cl)coc12
    1	94	3	0	-2	-2.2	19	-1	10	0
5) Cc1ccc(C2=NS(=O)(=O)N(C)C(C(=O)NCc3cccs3)=C2)cc1
    -2	95	-6	3	14	-1.6	-1	-5	9	3
6) CN(CC(=O)NCCc1ccccc1)S(=O)(=O)c1cnc[nH]1
    0	96	-10	2	-1	-1.4	-4	-2	7	30
7) Cn1c(Cc2ccccc2)nnc1SCC(=O)N1CCN(c2ccccc2)CC1
    3	93	4	1	3	-1.5	31	1	8	-50
8) CSCCC(=O)N1CCCC(CNC(=O)c2ccc(-c3ccccc3)cc2)C1 (configuration not stated)
    1	100	5	-2	-6	-1.5	-1	1	10	7
9) O=C(NC(=S)NC1CC1)c1cccnc1
    -5	.	-12	2	3	1.2	4	-2	-8	-10
10) O=C(Nc1ccc2oc(-c3ccncc3)nc2c1)c1ccc(Br)o1
    0	105	5	9	9	-2.5	-13	-1	13	-27
11) COc1ccc(S(=O)(=O)n2nc(-c3ccc(Cl)cc3)cc2N)cc1OC
    0	96	-10	0	3	1.4	16	-1	-7	0
12) COc1ccc(/C=C/C(=O)N2CCN(c3ccccn3)CC2)cc1OC
    -1	110	-6	2	-2	-0.8	-10	3	4	-9
13) O=c1oc2cc(Br)ccc2n1CSC1=NCCS1
    7	.	-2	4	-1	-1.1	-10	-4	5	11
14) Cc1ccccc1-n1c(SCC(=O)NC2CC2)nc2ccccc2c1=O
    -1	98	-3	.	7	.	.	1	.	.
15) CCCc1cc(=O)oc2c(C)c(OCC(=O)c3ccc(N4CCCC4)cc3)ccc12
    -2	98	-17	-3	-3	0.1	4	1	-1	7
16) O=C(CN1CCCC1)Nc1ccc(NC(=O)Nc2ccccc2Cl)cc1
    -3	97	-4	0	-7	0.2	-9	1	-1	2
17) CN(Cc1ccc(C(C)(C)C)cc1)C(=O)c1ccc2c(=O)n3c(nc2c1)CCC3
    -4	.	4	2	-8	-2.8	-13	1	15	-7
18) O=C(Cc1ccccc1)n1nc(-c2ccco2)nc1SCc1ccccc1
    -3	102	7	7	-8	0.3	10	8	-2	-17
19) Cc1ccccc1-n1c(SCC(=O)NC(N)=O)nc2sc(-c3ccccc3)cc2c1=O
    -2	99	5	4	-5	1.1	26	3	-5	-5
20) COc1cc(C2C3=C(CC(C)(C)CC3=O)OC3=C2C(=O)CC(C)(C)C3)cc([N+](=O)[O-])c1O
    -1	98	0	-5	7	-4.8	1	8	24	12
21) COc1ccc(-c2ccc(SCC(=O)c3ccc(F)cc3)nn2)cc1OC
    2	101	-15	5	-6	-0.3	-10	-7	1	-12
22) COc1cc(NC(=O)CSc2nc3c(c(=O)[nH]2)CCCC3)cc(OC)c1OC
    1	102	-11	-6	-6	-1.4	4	0	8	18
23) COc1ccc(C)cc1NC(=O)CN1CCN(c2ccc(F)cc2)CC1
    -5	105	-9	-4	2	2.2	7	-13	-12	14
24) Fc1ccc(-c2csc(Nc3ccccn3)n2)cc1
    6	97	-5	1	-4	9.3	-7	0	-44	-5
25) CCOc1ccc(NC(=S)N(CCN2CCOCC2)Cc2cc3cc4c(cc3[nH]c2=O)OCO4)cc1
    -1	96	4	-3	-12	-3.5	6	-2	19	4
26) Cc1cc2[nH]c(=O)c(=O)[nH]c2cc1S(=O)(=O)NCC(C)c1ccccc1 (configuration not stated)
    .	93	1	.	-13	.	.	0	.	.
27) NCCNC(=O)Cc1ccc(NC(=O)Cc2ccc(Nc3ncnc4c3ncn4[C@@H]3O[C@H](CO)[C@@H](O)[C@H]3O)cc2)cc1
    0	95	-5	11	-9	-1.8	-1	3	10	-38
28) Cc1ccc(CNC(=O)c2ccc(CNS(=O)(=O)c3ccc4c(c3)C(C)(C)C(=O)N4C)cc2)o1
    -3	103	8	3	0	-1.3	14	-6	8	-9
29) Cc1ccc(NC(=O)CSCC(=O)N(C)CCOc2ccc(Cl)cc2)cc1
    -3	101	6	1	2	-1.1	0	-1	5	-11
30) C(=C\c1ccccc1)/C=N/Nc1nc2ccccc2s1
    0	101	-13	2	-4	6.0	1	-1	-37	-6
31) COc1ccc(-c2cc(=O)oc3cc(OCC(=O)NCCN4CCOCC4)ccc23)cc1
    -3	126	6	-1	5	-1.2	8	-2	6	4
32) COc1ccc(OC)c(CN(CCCN2CCOCC2)C(=O)Nc2ccccc2)c1
    0	.	-8	0	11	-1.9	4	1	10	-1
33) CCn1nc(C)c(CN2CCC(Oc3ccc(C(=O)N4CCCC4)cc3)CC2)c1C
    -8	88	2	1	-3	-3.3	3	0	17	3
34) CC1CCCN(C(=O)c2ccc3c(=O)n(C4CCCC4)c(=S)[nH]c3c2)C1 (configuration not stated)
    -1	115	-10	-1	-1	9.1	29	2	-45	3
35) CCOC(=O)Cc1cnc(NC(=O)c2ccccc2)s1
    0	100	11	2	-9	-1.4	5	-5	8	-6
36) CCC(C)NC(=S)Nc1ccc2nc(N3CCN(CC)CC3)cc(C)c2c1 (configuration not stated)
    -3	90	-2	1	-8	-3.2	6	0	16	0
37) CCC(=O)Nc1cccc(C2=NOC3(C2)C[C@H](C(N)=O)N(C(=O)CC#N)C3)c1 (some centres not stated)
    1	103	-10	-1	-4	-2.0	-2	0	11	2
38) Cc1c(C(=O)OCC(=O)Nc2ccc3c(c2)OCO3)cccc1[N+](=O)[O-]
    1	94	-7	-3	0	-0.7	24	-2	4	12
39) O=C(O)CC(C(=O)O)C(=Cc1ccccc1)c1ccccc1 (configuration not stated)
    -2	99	-6	.	8	.	.	-5	.	.
40) CC(=O)c1ccc(NS(=O)(=O)c2cccc3cccnc23)cc1
    1	99	1	.	-3	.	.	-1	.	.
41) Cc1nnc(NCc2ccco2)c2ccccc12
    0	107	-4	6	-1	-0.7	0	5	4	-17
42) CC(C)(C)c1csc(SCC(=O)Nc2ccc(Cl)cn2)n1
    -1	100	-7	7	-14	8.1	-1	-18	-43	-18
43) CC(Cc1n[nH]c(=S)n1N)c1ccccc1 (configuration not stated)
    3	104	8	-1	-1	0.9	-1	3	-4	3
44) COc1ccc(CCNC(=O)CN(C)S(=O)(=O)c2ccc(OC)cc2)cc1
    -1	107	-13	1	-2	-2.4	32	-3	12	-2
45) CC(C)=CCC/C(C)=C/CNC(=O)C[C@H]1C[C@H](C(=O)N2CCCCC2)[C@@]2(CCc3ccccc3)c3[nH]c4ccc(Cl)cc4c3CCN2C1=O
    0	101	-2	1	-1	-4.2	-15	-1	20	-2
46) Cc1ccc(S(=O)(=O)N2CCN(C(=O)COC(=O)CSc3cc(C)ccc3C)CC2)c(C)c1
    3	99	3	8	-4	-3.5	1	-5	14	-7
47) O=C(COc1ccccc1)Nc1nc(-c2ccc(S(=O)(=O)N3CCOCC3)cc2)cs1
    -3	83	-9	-2	6	3.3	5	-6	-20	-15
48) Cc1cc(C)c(C#N)c(SCC(=O)Nc2nnc(-c3ccccc3)s2)n1
    5	89	6	-4	4	0.7	5	-1	-4	15
49) CN1CCN(c2nc3cc(C(F)(F)F)ccc3n3cccc23)CC1
    2	117	-6	6	-4	1.3	7	1	-7	-43
50) COc1ccccc1CNC(=O)/C=C/c1cc2c(cc1Br)OCO2
    -5	.	-8	3	-14	-0.8	3	-3	4	13
51) Cc1ccc(CN2CCN(Cc3ccc(OCCO)cc3)CC2CCO)o1 (configuration not stated)
    1	99	-12	15*	-5	0.8	22	-1	-4	-47
52) CC1(C)CC2(CCCN(CC(O)(c3ccccc3)c3ccccc3)C2)CCO1 (configuration not stated)
    -1	90	-3	6	-8	7.6	-13	-8	-40	5
53) CCOC(=O)N1CCC(C(N)=O)CC1
    5	101	-7	-1	-8	-2.5	-6	-1	14	-8
54) COc1ccccc1CNC(=O)CCS(=O)(=O)c1cccc2nonc12
    2	.	-3	2	10	1.9	-2	-3	-12	5
55) O=C(NCc1ccc(Cl)cc1)C(=O)Nc1nccs1
    -2	76*	-3	-6	2	1.5	31	2	-8	16
56) O=C(Nc1cccc(S(=O)(=O)Nc2ccccc2F)c1)c1ccco1
    1	95	10	1	2	-1.9	6	1	10	-5
57) Nc1ccc(CCc2nc3ccccc3o2)cc1
    1	83	-12	-3	-11	-0.3	-5	0	2	9
58) c1ccc(Cn2nnc3c(N4CCCC4)ncnc32)cc1
    -2	103	-4	-4	-12	-1.2	2	1	6	-40
59) CCc1cc(=O)oc2c(CN3CCN(C)CC3)c(O)ccc12
    2	94	-5	1	-4	-4.3	2	-3	19	-2
60) Cc1onc(-c2ccccc2Cl)c1NC(=O)NCc1cccs1
    4	.	6	1	1	-0.3	-15	0	2	-2

Other records follow:
Values in the order: V-ATPase pH	DSG3 Ab inh	PKA-R1A activ	HTR5A ag	PKA-R2B act	MOR-DOR ag	Arr AP2 block	DAGLB inh	MOR-DOR inv ag	HTR5A inv ctr
61) N#CC1=C(N)Oc2n[nH]c(-c3cccs3)c2C1c1cccs1 (configuration not stated)
    -1	101	11	1	-1	-1.1	-1	5	5	3
62) CCC1Sc2ccc(S(=O)(=O)Nc3ccc(OC)c(OC)c3)cc2NC1=O (configuration not stated)
    2	.	0	2	-2	0.9	-1	2	-5	1
63) COc1ccc(CCC(=O)OCC(=O)c2cccc(OC)c2)cc1
    1	116	-5	-2	7	1.0	-10	0	-5	4
64) Cc1cc(C)nc(SCc2ccccc2C#N)n1
    4	99	-9	2	-6	-1.1	8	-2	6	-6
65) CCN(CC)C(=O)c1[nH]cnc1C(=O)NCc1ccccc1
    -2	98	-10	2	-8	-4.7	23	0	22	-30
66) Nc1ccc(C(=O)C(=O)c2ccc(N)cc2)cc1
    0	94	12	-1	9	-2.3	11	-3	13	2
